CHT PAM: human CHT allosteric activation; CHT-expressing cells, membrane potential dye, choline EC20; hits give high values; LV-AA mutant CHT in HEK293 cells; B-score at 10 µM; 310,000 compounds, 0.49% hits; AID 488977;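 active = initial fluorescence not abnormally high and integrated response B-score, plate-corrected, over 3 SD above library mean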
Target sequence (Q9GZV3 whole entry, looked up): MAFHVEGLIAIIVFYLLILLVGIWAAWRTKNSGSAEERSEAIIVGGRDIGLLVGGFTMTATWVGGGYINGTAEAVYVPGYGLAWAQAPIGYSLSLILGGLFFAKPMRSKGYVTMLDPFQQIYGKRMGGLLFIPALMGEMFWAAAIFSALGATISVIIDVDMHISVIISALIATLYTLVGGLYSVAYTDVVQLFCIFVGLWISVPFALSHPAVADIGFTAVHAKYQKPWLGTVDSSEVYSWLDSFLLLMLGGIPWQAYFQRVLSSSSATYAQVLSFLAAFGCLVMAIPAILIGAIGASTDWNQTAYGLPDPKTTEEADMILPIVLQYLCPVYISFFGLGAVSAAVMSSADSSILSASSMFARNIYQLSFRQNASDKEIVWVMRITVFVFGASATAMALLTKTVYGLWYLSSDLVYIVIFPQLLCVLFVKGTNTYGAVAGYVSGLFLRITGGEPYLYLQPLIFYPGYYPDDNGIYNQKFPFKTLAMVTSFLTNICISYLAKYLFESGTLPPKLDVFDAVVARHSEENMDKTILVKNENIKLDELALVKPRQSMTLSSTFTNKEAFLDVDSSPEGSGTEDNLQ
OX1R antag: blocks the human orexin 1 receptor. O43613. inhibition, % at 5 µM. 330,000 compounds, 0.43% hits. CHO/OX1R cells, Fluo-8 calcium fluorescence, orexin A;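 active = inhibition above its plate's threshold, mean inhibition of all tested compounds on the plate plus 3 SD, cut at about 37% in these data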;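 note: 0% = orexin A challenge wells and 100% = SB-334867-A antagonist wells; not every result past the cut was called active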
Target sequence (O43613 whole entry, looked up): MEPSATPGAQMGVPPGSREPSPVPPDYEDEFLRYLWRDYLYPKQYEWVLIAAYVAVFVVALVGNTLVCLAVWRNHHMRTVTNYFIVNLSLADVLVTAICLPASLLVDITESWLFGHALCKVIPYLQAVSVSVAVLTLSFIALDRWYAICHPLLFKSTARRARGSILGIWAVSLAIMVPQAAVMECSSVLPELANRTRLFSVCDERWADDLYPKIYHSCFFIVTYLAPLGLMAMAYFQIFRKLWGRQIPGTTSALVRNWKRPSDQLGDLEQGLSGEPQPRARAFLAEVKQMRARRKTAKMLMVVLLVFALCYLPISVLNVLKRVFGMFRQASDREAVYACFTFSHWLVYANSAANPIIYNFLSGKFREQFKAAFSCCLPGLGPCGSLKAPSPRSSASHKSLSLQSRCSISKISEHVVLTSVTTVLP
Numbers without * were called inactive; i = inactive; . = not tested or not shown.

SMILES	CHT PAM	OX1R antag
O=C(Nc1ccc(Cl)cc1)N1CCN(C(=O)C2CCCO2)CC1 (stereo not given)	i	-9.6
Cc1ccc(OCC(O)Cn2c3ccccc3c3ccccc32)cc1 (stereo not given)	i	-27.4
C/C(=N\NC(=O)COc1ccc(C(C)(C)C)cc1)c1ccc(OC(F)F)cc1	i	-19.1
CCc1c(C(=O)NNC(=S)NCC(C)C)csc1C	i	-6.6
COc1ccc(OCC(=O)N2CCN(C(=O)c3ccc([N+](=O)[O-])cc3)CC2)cc1	i	-22.8
CCc1cccc(CC)c1NC(=O)C1CSC2(C)CCC(=O)N12 (stereo not given)	i	-20.6
CCNS(=O)(=O)c1cc(Br)ccc1OC	i	6.0
O=C(CSc1nc2ccccc2s1)Nc1cc(S(=O)(=O)N2CCOCC2)ccc1O	i	-15.6
CCOc1ccc(S(=O)(=O)N/N=C(\C)Cc2ccc(OC)cc2)cc1	i	-26.3
Cc1ccccc1OCC(=O)OCC(=O)Nc1ccc(N2CCOCC2)cc1	i	16.1
O=C1OCCN1C(=O)[C@H]1[C@H](c2ccc(Cl)cc2)C(c2cccc(Cl)c2)=NN1c1ccccc1	i	-20.8
NS(=O)(=O)c1ccc(NCc2ccccc2OCc2ccc(F)cc2)cc1	i	32.2
COc1ccc(-c2cc(C(=O)c3c(N)n(C)c(=O)n(C)c3=O)c3ccccc3n2)cc1	i	-15.2
O=C(CSc1n[nH]c(-c2ccccc2)n1)Nc1ncc(Br)cc1Br	i	-46.6
CCC(=O)Nc1cccc(C2=NOC3(C2)C[C@@H](C(N)=O)N(C(=O)c2ccc(OC)cc2)C3)c1 (stereo not given in full)	i	-1.6
O=C(CN1C(=O)COc2ccc(S(=O)(=O)N3CCCC3)cc21)NCc1ccccn1	i	-6.4
COc1ccc(C)cc1NC(=O)c1cc2ccccc2o1	i	-28.6
S=C(NNC(=S)NC1CC2C=CC1C2)NC1CC2C=CC1C2 (stereo not given)	i	-6.0
Cn1c(=O)c([N+](=O)[O-])c(NCc2ccccc2Cl)c2ccccc21	i	-19.5
Cc1cc(Nc2ccc(Cl)cc2)nc(N2CCOCC2)n1	i	-24.0
CCOc1ccc(-n2c(=O)c3sccc3n(CC(=O)NCC3CCCO3)c2=O)cc1 (stereo not given)	i	-12.7
Cc1ccc(-c2nc(N)sc2-c2ccccc2)cc1C	i	0.0
COCCNC(=O)CSc1cc(=O)n(C)c2cc(Cl)ccc12	i	-15.2
Cc1cc(C)c(S(=O)(=O)NCC2CCC(C(=O)NCCCN3CCC(C)CC3)CC2)c(C)c1 (stereo not given)	i	-4.5
COc1ccc(-c2cn3c(C)c(C(=O)Nc4cc(NC(C)=O)ccc4OC)sc3n2)cc1	i	-17.1
O=C(CCNS(=O)(=O)c1ccccc1)N1CCN(c2ccccc2)CC1	i	-12.7
CC(C)CNC(=O)NC(=O)COC(=O)c1cc([N+](=O)[O-])ccc1NCc1ccccc1Cl	i	-8.7
Cc1c(NS(=O)(=O)c2cc(C(=O)OCC(=O)N3CCC(C)CC3)ccc2Cl)c(=O)n(-c2ccccc2)n1C	i	-10.7
Cc1cc(C)n(-c2ccccc2[N+](=O)[O-])n1	i	-9.9
COCCn1c(C)cc(C(=O)CSc2nnc3ccccn23)c1C	i	-0.4

Pulled one by one from the entries so far (5):
SMILES	CHT PAM	OX1R antag
Cc1cc(C)c(S(=O)(=O)NCC2CCC(C(=O)NCCCN3CCC(C)CC3)CC2)c(C)c1 (stereo not given)	i	-4.5
CCOc1ccc(-n2c(=O)c3sccc3n(CC(=O)NCC3CCCO3)c2=O)cc1 (stereo not given)	i	-12.7
COc1ccc(C)cc1NC(=O)c1cc2ccccc2o1	i	-28.6
Cc1c(NS(=O)(=O)c2cc(C(=O)OCC(=O)N3CCC(C)CC3)ccc2Cl)c(=O)n(-c2ccccc2)n1C	i	-10.7
Cn1c(=O)c([N+](=O)[O-])c(NCc2ccccc2Cl)c2ccccc21	i	-19.5

Continued:
SMILES	CHT PAM	OX1R antag
Cc1ccc2c(c1)c1c(n2CCc2ccc(C)nc2)CCN(C)C1	.	-37.6
CC(C)NC(=S)Nc1c(N)[nH]c(=O)[nH]c1=O	i	-3.5
COc1ccc(CCNCC(O)COc2cccc(Br)c2)cc1 (stereo not given)	i	-46.7
CC(=O)c1c(C)[nH]c(C(=O)COC(=O)CCCOc2ccccc2)c1C	i	-23.6
O=S(=O)(c1ccccc1)c1nc(-c2ccco2)oc1N1CCCCCC1	i	-17.8
Cc1nc2ncnn2c(C)c1CCC(=O)N1CCN(Cc2ccccc2)CC1	i	-25.6
CCN(Cc1nc(-c2ccc(Cl)cc2)no1)CC1CCCO1 (stereo not given)	i	-8.7
CCOCCCNC(=O)C(c1ccc(Cl)cc1)N(Cc1cccs1)C(=O)c1ccccn1 (stereo not given)	i	-33.7
CCc1c(C(=O)NCc2ccccc2Cl)[nH]c(C)c1C(C)=O	i	-25.8
Cc1ccccc1CN1CCNC(=O)C1CC(=O)N(C)CCC1CCOCC1 (stereo not given)	i	-23.7
O=C(Nc1ccccc1)c1cc2ccc3ccccc3c2s1	i	-2.8
C=CCn1c(=O)c2c(nc(Br)n2Cc2ccccc2Cl)n(C)c1=O	i	-26.9
O=[N+]([O-])c1cccnc1N/N=C/c1ccccc1O	i	-12.3
CC1=C(C(=O)Nc2cc(C(=O)N3CCC(C)CC3)ccc2C)SCCO1	i	-40.3
CC(=O)OC(C(=O)NCCN1CCOCC1)c1c(F)cccc1F (stereo not given)	i	4.4

Arranged by SMILES length (rising): part of the list above
SMILES	CHT PAM	OX1R antag
O=S(=O)(c1ccccc1)c1nc(-c2ccco2)oc1N1CCCCCC1	i	-17.8
CC1=C(C(=O)Nc2cc(C(=O)N3CCC(C)CC3)ccc2C)SCCO1	i	-40.3
CC(=O)c1c(C)[nH]c(C(=O)COC(=O)CCCOc2ccccc2)c1C	i	-23.6

Remaining list, next part.
SMILES	CHT PAM	OX1R antag
Cc1cc(OCC(=O)Nc2ccncc2)ccc1Br	i	47.6*
CCCN(C(=O)C1CSC2(C)CCC(=O)N12)c1c(N)n(Cc2ccccc2)c(=O)[nH]c1=O (stereo not given)	i	-16.3
CCC(Oc1ccc(C)cc1)C(=O)Nc1ccc(S(=O)(=O)Nc2cc(C)on2)cc1 (stereo not given)	i	-7.0
CCn1nc(C(=O)Nc2ccc3nc(C)sc3c2)c2ccccc2c1=O	i	-18.5
O=C(COC(=O)/C=C/c1cccc(F)c1)NNC(=O)c1ccccc1	i	-10.0
COCCN(CCOC)C(=O)c1sc2nc(-c3ccccc3)cn2c1C	i	-17.3
Cc1c(Cl)cccc1NC(=S)NCc1ccc2c(c1)OCO2	i	-19.3
CCOC(=O)NC(=O)CSc1cc(C)c2cc(C)cc(C)c2n1	i	-19.7
O=C(NCCCN1CCCC1=O)c1ccc(Cl)c(NS(=O)(=O)c2ccc(F)cc2)c1	i	-17.5
O=C(CCN=C1NS(=O)(=O)c2ccccc21)Nc1ccc(Cl)cc1F	.	18.8
COc1ccc(C)c(-n2c(=O)n(Cc3ccccc3)c(=O)c3[nH]cnc32)c1	i	-26.5
N#Cc1ccccc1OCC(=O)C1CC1	i	-7.2
O=C(NCC1CCCO1)c1cn(Cc2ccccc2)nc1-c1ccccc1 (stereo not given)	.	-33.1
CC(C)OC(=O)CC(=O)CSc1nc(-c2ccc(F)cc2)cc(-c2ccccc2)c1C#N	i	-18.3
O=c1cc(/N=C/c2coc3cc(Br)ccc3c2=O)[nH]c(=S)[nH]1	i	-4.0
Cc1c(CC(=O)NCC(=O)N[C@H](Cc2ccccc2)C(=O)O)c(=O)oc2cc(O)ccc12	i	-4.2
CCOc1ccc(C(=O)NCc2cccnc2)cc1[N+](=O)[O-]	i	-7.5
CC(C)CN(C(=O)CCC(=O)OCC(=O)N(C)c1ccccc1)c1c(N)n(CC(C)C)c(=O)[nH]c1=O	i	-2.3
COc1ccc(CCNC(=O)CN(c2ccc(C)cc2)S(=O)(=O)c2c(C)noc2C)cc1OC	i	18.6
Cc1ccc(NC(=O)N2CCc3ccccc32)cc1	i	-14.4
Cc1ccc(/C=N/N=C2\SCC(=O)N2CC2CC2)cc1	i	-16.2
O=C(Nc1cc(-c2ccccc2)nn1C1CCCCC1)c1ccc(Cl)cc1	.	35.8
O=C(c1cc2cc(Cl)cc(Cl)c2oc1=O)N1CCOCC1	i	-14.6
CC(=O)Nc1ccc(NC(=O)Nc2ccccc2C)cc1	i	1.1
c1coc(C2Nc3ccccc3C3OCCC23)c1 (stereo not given)	i	-5.3
Cc1ccccc1C(=O)Nc1ccc2nc3n(c(=O)c2c1)CCCC3	i	-41.5
CC(C)(C)c1csc(NC(=O)c2cccnc2Cl)n1	i	-15.4
CN(Cc1ccccn1)Cc1cn(Cc2ccccc2)nc1-c1ccc2c(c1)OCO2	i	-20.7
COC1=C(C)C(O)=C(C(=O)/C=C/c2ccccc2)C(=O)C1(C)C	i	-38.9
CCc1ccc(NC(=O)CSc2nc3ccccc3c(=O)n2CCCC(=O)N2CCCC2)cc1	i	-21.5
NS(=O)(=O)c1ccc(NC(=S)NC(=O)/C=C/c2cccs2)cc1	i	-17.5
CCN(CC)S(=O)(=O)c1ccc(N2CCCCC2)c(NC(=O)C2=COCCO2)c1	i	-26.0
N#Cc1ccc(-n2c(-c3ccccc3)nnc2-c2ccccc2)cc1C#N	i	-10.4
Clc1ccccc1Cn1nnc2c(N3CCOCC3)nc(C3CC3)nc21	i	-10.7
O=[N+]([O-])c1ccc(O)c(-c2nc(-c3ccccc3)c(-c3cccs3)[nH]2)c1	i	9.9
COc1cccc(C(=O)Nc2ccccc2OC(F)(F)F)c1	i	-11.7
O=C(Nc1ccc(N2CCN(C(=O)c3ccco3)CC2)cc1)c1ccc(F)cc1	i	-40.5
COc1ccc(OCC(=O)Nc2ncc3c(n2)CC(C)(C)CC3=O)cc1	i	-3.0
O=S(=O)(NCc1ccc(Cl)cc1)NCc1ccccc1F	i	-1.4
CC(NC(=O)c1ccccc1O)c1ccccc1 (stereo not given)	i	-10.3
CC[C@]12c3[nH]c4cc(CCC(=O)N(C)C)ccc4c3CCN1C(=O)[C@@H](CC(=O)NC/C=C(\C)CCC=C(C)C)C[C@@H]2C(=O)N1CCN(C(=O)c2ccco2)CC1	.	1.1
Cc1ccc(C(=O)COC(=O)C2CC(=O)N(c3nc(-c4ccccc4)cs3)C2)cc1C (stereo not given)	i	-1.5
CCOC(=O)c1cc(-c2csc(-c3ccc(C(F)(F)F)cc3)n2)on1	i	-5.0
CC(C)(C)N(Cc1ccccc1)C(=O)COC(=O)c1ccc2ccccc2n1	.	-9.8
Nc1c(C(=O)Nc2ccc3c(c2)OCCO3)nnn1Cc1cccc(F)c1	i	-4.1
O=c1[nH]c(SCc2ccc([N+](=O)[O-])cc2)nc2[nH]ncc12	i	-9.6
CCOCCc1nnc(NC(=O)CCS(=O)(=O)c2ccccc2)s1	i	-4.8
C=CCn1c(N2CCCCCC2)nc2c1c(=O)n(C)c(=O)n2C	i	-19.2
CCOCCCn1c(=S)[nH]c2cc(C(=O)NCCCN(CC)CC)ccc2c1=O	i	-4.4
CCN(CC)S(=O)(=O)c1cc(NC(=O)CO/N=C(\N)c2ccccc2Cl)ccc1C	.	-14.9
CCOC(=O)/C=C1\SCC(=O)N1CC(=O)Nc1cc(S(=O)(=O)N(C)C)ccc1C	.	-25.5
Cc1ccc(S(=O)(=O)N2CCN(CC(=O)N/N=C\c3ccc(Cl)c([N+](=O)[O-])c3)CC2)cc1	i	4.4
O=C(O)c1ccccc1C(=O)NCCCn1ccnc1	i	-14.1
C=C(Br)Cn1c(CC)nc2ccccc21	i	-11.8
O=C(NC1CC1)C1CCN(c2ncccn2)CC1	i	-5.8
Cc1ccc(C2CC(c3cccs3)=NN2C(=O)CCl)cc1 (stereo not given)	i	-17.4
O=C(CCC(=O)OCCCC(F)(F)C(F)(F)F)Nc1ccccc1	i	5.9
O=C(CCCc1ccccc1)Nc1ccccc1C(F)(F)F	i	-16.1
O=C1C(Cc2ccccc2)Nc2ncnc(N3CCCCC3)c2N1Cc1ccccc1 (stereo not given)	.	-30.8
Cn1nnnc1SCC(=O)Nc1cc(C(=O)O)cc(C(=O)O)c1	i	0.3

(further entries)
SMILES	CHT PAM	OX1R antag
N#CC(C(=O)Nc1ccccc1)=C1CCCCC1	i	-5.9
O=C(NCCCn1ccnc1)c1ccc(-c2cccc(Cl)c2Cl)o1	.	-19.2
Cc1ccc(-c2nc(CS(=O)CC(=O)NC(C)CCc3ccccc3)c(C)o2)cc1 (stereo not given)	i	-45.1
O=C(CN1CCC(Cc2ccccc2)CC1)NC(=O)NC1CCCCC1	i	-30.9
O=C(c1ccc(F)cc1)N1CCN(c2ccccn2)CC1	i	-11.2
COC(=O)c1ccc(CN2CCN(Cc3ccc(F)cc3)C(CCO)C2)cc1 (stereo not given)	i	-27.1
CCOc1ccccc1N1CCN(C(=O)c2ccc3[nH]c4c(c3c2)CCCC4)CC1	i	-30.6
COc1cc(OC)cc(C(=O)Nc2ccc(Cn3ccnc3)cc2)c1	i	-9.4
Cc1ccc(N(C(=O)CNC(=O)c2ccco2)C(C(=O)NC2CCCCC2)c2ccncc2)c(C)c1 (stereo not given)	i	6.0
CNS(=O)(=O)c1ccc(NS(=O)(=O)c2ccccc2F)cc1	i	-3.7
CC(C)(C)OC(=O)C[C@H]1C/C=C\C[C@H](CC(=O)N(CCO)Cc2ccccc2)C(=O)N[C@@H](c2ccccc2)COC1=O	.	-12.4
Clc1ccc(-c2cn3nc4c(nc3n2)CCCC4)cc1	i	-0.2
CCCCCC(=O)NNC(=S)NC(=O)c1ccccc1[N+](=O)[O-]	i	10.8
Cc1cccn2c(=O)c(/C=N/O)c(Nc3ccccc3F)nc12	i	-6.9
O=C(Nc1c2c(nn1-c1ccc(F)cc1)CS(=O)(=O)C2)c1ccc(Br)o1	i	-16.6
COc1ccc(-n2c(SCC(=O)NC3CC3)nc3ccccc3c2=O)cc1OC	.	-2.7
O=C(C1=C[C@H](C2CC2)C[C@H](OCc2ccc(CO)cc2)O1)N1CCN(Cc2ccc3c(c2)OCO3)CC1	i	-22.8
COc1ccc(/C=C2\CC/C(=C\c3ccc(OC)c(OC)c3)C2=O)cc1OC	i	-34.8

Compound activity as filed in PubChem.
